Bcl-B Bim block: inhibitors of Bim-Bcl-B interaction, human; AID 951; actives 0.073% (n = 190,000); inhibition, % at 10 µM; Q9HD36; bead-based flow cytometry, Bim peptide-Bcl-B binding;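 note: 0% = tracer peptide without compound and 100% = reference inhibitor peptide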
Target sequence (Q9HD36 whole entry, looked up): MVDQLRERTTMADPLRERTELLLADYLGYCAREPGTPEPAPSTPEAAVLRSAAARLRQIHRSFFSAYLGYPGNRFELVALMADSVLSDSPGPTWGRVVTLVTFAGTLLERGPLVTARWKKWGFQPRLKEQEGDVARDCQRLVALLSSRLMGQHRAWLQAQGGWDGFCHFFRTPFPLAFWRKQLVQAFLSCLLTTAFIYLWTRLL
Mcl1 Bid PPI: Mcl-1/Bid interaction inhibition | actives 0.97% (n = 220,000) | Q07820 | inhibition, % at 21.7 µM | TR-FRET Mcl-1/Bid-Dy647 peptide binding, 1536-well | AID 1021;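 active = compounds that cut the binding signal by more than half at the single screening dose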;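 note: His-tagged Mcl-1 with europium anti-His antibody binding Bid BH3 peptide; 0% = Mcl-1 plus peptide wells and 100% = peptide-only wells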
Target sequence (Q07820 whole entry, looked up): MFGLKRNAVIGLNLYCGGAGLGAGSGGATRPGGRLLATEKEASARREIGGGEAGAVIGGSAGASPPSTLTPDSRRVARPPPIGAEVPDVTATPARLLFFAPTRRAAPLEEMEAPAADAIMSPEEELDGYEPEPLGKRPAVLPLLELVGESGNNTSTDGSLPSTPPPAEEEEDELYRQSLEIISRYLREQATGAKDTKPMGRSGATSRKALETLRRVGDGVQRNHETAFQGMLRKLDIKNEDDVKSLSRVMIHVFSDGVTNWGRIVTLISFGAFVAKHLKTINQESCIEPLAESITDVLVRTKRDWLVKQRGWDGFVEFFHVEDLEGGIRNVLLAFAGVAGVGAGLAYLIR
Bfl-1 Bim block: inhibitors of Bim-Bfl-1 interaction, human; Bead-based flow cytometry, Bim-Bfl-1 binding inhibition; inhibition, % at 10 µM; actives 0.12% (n = 190,000);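 note: 0% = wells without compound plus tracer and 100% = blocker peptide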
Bim-Bcl-2: disrupts Bim peptide binding to human Bcl-2; P10415; Bead-based flow cytometry, Bim peptide-Bcl-2 binding; inhibition, % at 10 µM; actives 0.06% (n = 190,000); in the data active = inhibition above about 40%; inconclusive = no clear call, values can overlap the other calls;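 note: 0% = no compound wells with probe peptide and 100% = reference peptide inhibitor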
Target sequence (P10415 whole entry, looked up): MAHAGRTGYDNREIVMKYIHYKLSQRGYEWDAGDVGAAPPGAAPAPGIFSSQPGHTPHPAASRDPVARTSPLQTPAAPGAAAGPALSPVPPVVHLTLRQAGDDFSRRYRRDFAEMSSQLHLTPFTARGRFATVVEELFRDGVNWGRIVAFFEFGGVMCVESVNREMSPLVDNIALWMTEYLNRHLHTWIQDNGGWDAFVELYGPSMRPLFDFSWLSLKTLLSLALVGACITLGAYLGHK
Bim-Bcl-W: inhibitors of Bim-Bcl-W interaction, human; actives 0.02% (n = 190,000); inhibition, % at 10 µM; AID 952; bead-based flow cytometry, Bim peptide-Bcl-W binding; Q92843;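 note: 0% = bound tracer without compound and 100% = peptide blocker; higher means less fluorescent Bim peptide bound to Bcl-W beads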
Target sequence (Q92843 whole entry, looked up): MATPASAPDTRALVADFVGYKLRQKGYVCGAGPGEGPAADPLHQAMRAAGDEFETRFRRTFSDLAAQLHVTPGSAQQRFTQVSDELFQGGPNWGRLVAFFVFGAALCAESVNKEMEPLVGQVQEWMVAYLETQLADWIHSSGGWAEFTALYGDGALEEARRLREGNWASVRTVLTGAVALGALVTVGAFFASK
RGS7-Gao: modulates binding of RGS7 to human Galphao; binding response (% of control), % at 10 µM; Multiplexed bead flow cytometry; actives lie on both sides; P09471; actives 0.35% (n = 220,000); in the data active = binding response below about 49% or above about 150%; inconclusive = no clear call, values can overlap the other calls; inactive = in between;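 note: fluorescent Galphao held in activated GDP-AlF4 state binding bead-coupled RGS7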
RGS4-Gao reg: human RGS4-Galphao interaction regulation; actives 0.33% (n = 220,000); AID 1415; binding response (% of control), % at 10 µM; Multiplexed bead flow cytometry, RGS4-Galphao binding; actives lie on both sides; P09471; in the data active = binding response below about 49% or above about 150%; inactive = in between;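 note: fluorescent Galphao activated with aluminum fluoride binding bead-coupled RGS4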
RGS8-Gao: modulates binding of RGS8 to human Galphao | actives 0.34% (n = 220,000) | P09471 | response (percent of control binding), % at 10 µM | multiplexed bead flow cytometry; actives lie on both sides | AID 1423; in the data active = response below about 60% or above about 140%; inactive = in between;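 note: Galphao activated as the GDP aluminium fluoride complex binding bead-coupled RGS8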
Mcl1 Noxa PPI: Mcl-1/Noxa interaction inhibition. Q07820. AID 1022. inhibition, % at 21.7 µM. actives 1.5% (n = 220,000). TR-FRET Mcl-1/Noxa peptide binding, 2 h;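 active = compounds that cut the protein-peptide binding signal by more than 50% relative to plate controls in a single-dose test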;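 note: His-tagged Mcl-1 with rhodamine Noxa BH3 peptide and terbium anti-His antibody; 0% = Mcl-1 plus Noxa peptide wells and 100% = peptide-only wells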
Bim-Bcl-XL: disrupts Bim peptide binding to human Bcl-XL; bead flow cytometry, fluorescence; Q07817; inhibition, % at 10 µM; actives 0.04% (n = 190,000)
Mcl-1 Bim block: disrupts Bim peptide binding to human Mcl-1; inhibition, % at 10 µM; AID 1009; actives 0.1% (n = 190,000); Q07820; Bead-based flow cytometry, Bim peptide-Mcl-1 binding;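 note: 0% = no compound tracer wells and 100% = peptide blocker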
Active calls of the source: *. Cut-off read from the data, not from the text of the source, unless noted: active = inhibition above about 40%.

Screening CC(Sc1nc(N2CCCCC2)c2c(c1C#N)CCCC2)C(=O)O (configuration not stated) returned Bcl-B Bim block -6, Mcl1 Bid PPI 36, Bfl-1 Bim block -15, Bim-Bcl-2 -10, Bim-Bcl-W 0, RGS7-Gao 101, RGS4-Gao reg 99, RGS8-Gao 101, Mcl1 Noxa PPI 29, Bim-Bcl-XL -4 and Mcl-1 Bim block 0.
For O=C(Oc1ccccc1)c1ccc2c(c1)C(=O)N(Cc1ccncc1)C2=O the results were Mcl1 Bid PPI 0, RGS7-Gao inconclusive, RGS4-Gao reg 98, RGS8-Gao 94 and Mcl1 Noxa PPI 4.
Screening CCN1CCCc2cc(CN(CCN3CCOCC3)C(=S)Nc3ccccc3OC)ccc21 returned Bcl-B Bim block -6, Mcl1 Bid PPI -61, Bfl-1 Bim block -2, Bim-Bcl-2 -1, Bim-Bcl-W -5, RGS7-Gao 96, RGS4-Gao reg 103, RGS8-Gao 101, Mcl1 Noxa PPI 60*, Bim-Bcl-XL -1 and Mcl-1 Bim block -2.
c1ccc(COc2cccc(CNCc3cccs3)c2)cc1 was read as Bcl-B Bim block -10, Mcl1 Bid PPI 28, Bfl-1 Bim block -4, Bim-Bcl-2 -5, Bim-Bcl-W -3, RGS7-Gao 99, RGS4-Gao reg 96, RGS8-Gao 100, Mcl1 Noxa PPI 11, Bim-Bcl-XL -5 and Mcl-1 Bim block -3.
`COc1ccc(NCCNc2ccc(OC)cc2)cc1` gave Bcl-B Bim block 0, Mcl1 Bid PPI -43, Bfl-1 Bim block 0, Bim-Bcl-2 -2, Bim-Bcl-W -1, RGS7-Gao 102, RGS4-Gao reg 104, RGS8-Gao 102, Mcl1 Noxa PPI 0, Bim-Bcl-XL -2 and Mcl-1 Bim block -3.
Screening COc1ccc(-c2cc(C(=O)Nc3ccccc3SC)no2)cc1OC returned Bcl-B Bim block -13, Mcl1 Bid PPI -20, Bfl-1 Bim block -23, Bim-Bcl-2 -12, Bim-Bcl-W -9, RGS7-Gao 100, RGS4-Gao reg 101, RGS8-Gao 101, Mcl1 Noxa PPI 22, Bim-Bcl-XL -14 and Mcl-1 Bim block -7.
CCCN1CCc2c(sc(NC(=S)NC(=O)c3ccccc3)c2C#N)C1 was read as Bcl-B Bim block 2, Mcl1 Bid PPI -13, Bfl-1 Bim block 4, Bim-Bcl-2 0, Bim-Bcl-W -6, RGS7-Gao 107, RGS4-Gao reg 102, RGS8-Gao 100, Mcl1 Noxa PPI 38, Bim-Bcl-XL -2 and Mcl-1 Bim block -5.
Screening O=C(CSc1ccccn1)Nc1cccc2ccccc12 returned Bcl-B Bim block -20, Mcl1 Bid PPI -20, Bfl-1 Bim block -2, Bim-Bcl-2 -2, Bim-Bcl-W -4, RGS7-Gao 106, RGS4-Gao reg 103, RGS8-Gao 101, Mcl1 Noxa PPI 6, Bim-Bcl-XL -6 and Mcl-1 Bim block -1.
For O=C(CSc1ccsc1[N+](=O)[O-])Nc1cccc(F)c1 the results were Bcl-B Bim block -8, Mcl1 Bid PPI -47, Bfl-1 Bim block -10, Bim-Bcl-2 -5, Bim-Bcl-W -2, RGS7-Gao 90, RGS4-Gao reg 91, RGS8-Gao 96, Mcl1 Noxa PPI 98*, Bim-Bcl-XL -3 and Mcl-1 Bim block 0.
Screening CCOC(=O)N1CCN(C(=O)Nc2sc3nc4n(c(=O)c3c2C)CCC(C)CC4)CC1 (configuration not stated) returned Bcl-B Bim block -8, Mcl1 Bid PPI -29, Bfl-1 Bim block -15, Bim-Bcl-2 -10, Bim-Bcl-W -4, RGS7-Gao 99, RGS4-Gao reg 97, RGS8-Gao 98, Mcl1 Noxa PPI 32, Bim-Bcl-XL -8 and Mcl-1 Bim block -3.
Cc1nnc(NC(=O)CCCOc2ccccc2)s1 was read as Bcl-B Bim block -12, Mcl1 Bid PPI -1, Bfl-1 Bim block -4, Bim-Bcl-2 -9, Bim-Bcl-W -4, RGS7-Gao 109, RGS4-Gao reg 102, RGS8-Gao 103, Mcl1 Noxa PPI 16, Bim-Bcl-XL -5 and Mcl-1 Bim block -6.
For CCn1ncc2c(OCc3ccc(C#N)cc3)cc(C)nc21 the results were Bcl-B Bim block 0, Mcl1 Bid PPI 7, Bfl-1 Bim block 0, Bim-Bcl-2 -2, Bim-Bcl-W -4, RGS7-Gao 88, RGS4-Gao reg 97, RGS8-Gao 93, Mcl1 Noxa PPI 20, Bim-Bcl-XL -2 and Mcl-1 Bim block -4.
Screening CCCN(CCC)CCCNC(=O)c1cn(CCOC)c(=O)c2c1c1ccccc1n2C returned Bcl-B Bim block -2, Mcl1 Bid PPI 3, Bfl-1 Bim block -1, Bim-Bcl-2 -3, Bim-Bcl-W -4, RGS7-Gao 104, RGS4-Gao reg 100, RGS8-Gao 102, Mcl1 Noxa PPI 8, Bim-Bcl-XL -6 and Mcl-1 Bim block -5.
For C/C(=C\c1ccccc1)CN1CCC(C(=O)N2CCCCC2)CC1 the results were Bcl-B Bim block -3, Mcl1 Bid PPI 29, Bfl-1 Bim block -7, Bim-Bcl-2 -3, Bim-Bcl-W -2, RGS7-Gao 107, RGS4-Gao reg 103, RGS8-Gao 99, Mcl1 Noxa PPI 41, Bim-Bcl-XL -5 and Mcl-1 Bim block -2.
O=C(NCc1ccncc1)Nc1ccc(Cl)cc1Cl was read as Bcl-B Bim block -2, Mcl1 Bid PPI -16, Bfl-1 Bim block 0, Bim-Bcl-2 -2, Bim-Bcl-W 0, RGS7-Gao 96, RGS4-Gao reg 96, RGS8-Gao 100, Mcl1 Noxa PPI -9, Bim-Bcl-XL -3 and Mcl-1 Bim block 0.
`CCc1nnc2sc(-c3cc(-c4ccccc4)nc4ccccc34)nn12` gave Bcl-B Bim block -5, Mcl1 Bid PPI 5, Bfl-1 Bim block -8, Bim-Bcl-2 -7, Bim-Bcl-W 0, RGS7-Gao 97, RGS4-Gao reg 97, RGS8-Gao 99, Mcl1 Noxa PPI -14, Bim-Bcl-XL -7 and Mcl-1 Bim block 1.
CCN(CC)C(=O)CSc1nnc(-c2ccc(O)cc2)n1CC1CCCO1 (configuration not stated) was read as Bcl-B Bim block -4, Mcl1 Bid PPI -14, Bfl-1 Bim block -1, Bim-Bcl-2 -4, Bim-Bcl-W -1, RGS7-Gao 105, RGS4-Gao reg 104, RGS8-Gao 103, Mcl1 Noxa PPI -14, Bim-Bcl-XL -4 and Mcl-1 Bim block -3.
CCOC(=O)/C(=C\c1ccc([N+](=O)[O-])o1)NC(=O)c1ccccc1 was read as Bcl-B Bim block -4, Mcl1 Bid PPI 4, Bfl-1 Bim block -14, Bim-Bcl-2 -5, Bim-Bcl-W -1, RGS7-Gao 96, RGS4-Gao reg 101, RGS8-Gao 99, Mcl1 Noxa PPI -10, Bim-Bcl-XL -4 and Mcl-1 Bim block 0.
Cc1ccc(C(=O)Nc2cccc(C(=O)NCc3ccccc3)c2)cc1 was read as Bcl-B Bim block -8, Mcl1 Bid PPI 1, Bfl-1 Bim block -19, Bim-Bcl-2 -14, Bim-Bcl-W -2, RGS7-Gao 99, RGS4-Gao reg 96, RGS8-Gao 101, Mcl1 Noxa PPI 16, Bim-Bcl-XL -5 and Mcl-1 Bim block -4.
Screening CN1CCN(CC(=O)N/N=C\c2c[nH]c3ccccc23)CC1 returned Bcl-B Bim block -2, Mcl1 Bid PPI 7, Bfl-1 Bim block 1, Bim-Bcl-2 -3, Bim-Bcl-W -3, RGS7-Gao 102, RGS4-Gao reg 100, RGS8-Gao 102, Mcl1 Noxa PPI 38, Bim-Bcl-XL -5 and Mcl-1 Bim block -9.
`CCCCOc1ccc(C(=O)Oc2ccc(C)nc2)cc1` gave Bcl-B Bim block 3, Mcl1 Bid PPI -7, Bfl-1 Bim block -1, Bim-Bcl-2 1, Bim-Bcl-W 0, RGS7-Gao 102, RGS4-Gao reg 102, RGS8-Gao 99, Mcl1 Noxa PPI 10, Bim-Bcl-XL -1 and Mcl-1 Bim block -1.
Screening CNc1nc(NC#N)nc(SC)n1 returned Mcl1 Bid PPI 11, RGS7-Gao inconclusive, RGS4-Gao reg 98, RGS8-Gao 101 and Mcl1 Noxa PPI -27.
For CS(=O)(=O)N(CC(=O)N1CCOCC1)Cc1ccc(Cl)cc1 the results were Bcl-B Bim block -2, Mcl1 Bid PPI -17, Bfl-1 Bim block -2, Bim-Bcl-2 1, Bim-Bcl-W 0, RGS7-Gao 103, RGS4-Gao reg 102, RGS8-Gao 101, Mcl1 Noxa PPI -12, Bim-Bcl-XL 0 and Mcl-1 Bim block 0.
For O=C(Nc1ccc(N2CCOCC2)cc1)C1CCN(C(=O)OCc2ccccc2)CC1 the results were Mcl1 Bid PPI -93, RGS7-Gao inconclusive, RGS4-Gao reg 101, RGS8-Gao 103 and Mcl1 Noxa PPI 12.
CC(C)(C)NC(=O)Cn1nnc(-c2ccccc2NC(=O)c2ccco2)n1 was read as Bcl-B Bim block -1, Mcl1 Bid PPI -3, Bfl-1 Bim block -2, Bim-Bcl-2 8, Bim-Bcl-W -2, RGS7-Gao 101, RGS4-Gao reg 101, RGS8-Gao 103, Mcl1 Noxa PPI 2, Bim-Bcl-XL -4 and Mcl-1 Bim block 4.
For O=C(CCCn1c(=O)[nH]c2ccsc2c1=O)N1CCN(Cc2ccc3c(c2)OCO3)CC1 the results were Bcl-B Bim block -2, Mcl1 Bid PPI -6, Bfl-1 Bim block 0, Bim-Bcl-2 -2, Bim-Bcl-W 0, RGS7-Gao 102, RGS4-Gao reg 102, RGS8-Gao 100, Mcl1 Noxa PPI 19, Bim-Bcl-XL -6 and Mcl-1 Bim block 1.
Screening COc1ccc(Cl)c(NCCC(=O)O)c1 returned Bcl-B Bim block -8, Mcl1 Bid PPI -23, Bfl-1 Bim block -10, Bim-Bcl-2 -4, Bim-Bcl-W -4, RGS7-Gao 99, RGS4-Gao reg 99, RGS8-Gao 100, Mcl1 Noxa PPI 10, Bim-Bcl-XL -2 and Mcl-1 Bim block -2.
Screening Cc1ccccc1-n1c(O)c(/C=C/C=Nc2ccccc2)c(=O)[nH]c1=O returned Bcl-B Bim block 6, Mcl1 Bid PPI -49, Bfl-1 Bim block 0, Bim-Bcl-2 3, Bim-Bcl-W 0, RGS7-Gao 102, RGS4-Gao reg 91, RGS8-Gao 97, Mcl1 Noxa PPI 2, Bim-Bcl-XL -1 and Mcl-1 Bim block 0.
Screening CCN(C(=O)CSc1cc(C)c2ccc(OC)cc2n1)C1CCS(=O)(=O)C1 (configuration not stated) returned Mcl1 Bid PPI -55, RGS7-Gao inconclusive, RGS4-Gao reg 98, RGS8-Gao 100 and Mcl1 Noxa PPI -4.
